Assay outcomes: PubChem BioAssay, Sanford-Burnham Center for Chemical Genomics
CCR6 antagonist: CCR6 (human) receptor antagonism. P51684. 340,000 compounds, 0.49% hits. inhibition, % at 20 µM. CHO-K1 CCR6 PathHunter beta-arrestin, luminescence, CCL20-stimulated;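 active = compounds whose inhibition of the agonist-driven luminescence signal at 20 µM reaches about 50%, limit read from the data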;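 also: cells stimulated with CCL20 at 14 nM final; plate controls were DMSO with CCL20 for no effect and DMSO without agonist for full effect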
Target sequence (P51684 whole entry, looked up): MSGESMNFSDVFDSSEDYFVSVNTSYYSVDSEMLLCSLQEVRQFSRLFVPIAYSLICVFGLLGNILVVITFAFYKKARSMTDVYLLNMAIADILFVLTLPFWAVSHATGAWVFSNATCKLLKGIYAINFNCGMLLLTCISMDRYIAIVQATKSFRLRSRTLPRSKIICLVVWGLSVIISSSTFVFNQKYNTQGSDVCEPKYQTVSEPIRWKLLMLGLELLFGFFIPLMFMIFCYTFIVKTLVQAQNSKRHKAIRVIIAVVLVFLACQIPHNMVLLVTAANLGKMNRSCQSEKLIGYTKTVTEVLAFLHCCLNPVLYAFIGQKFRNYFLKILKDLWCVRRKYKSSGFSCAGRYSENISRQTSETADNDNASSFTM
CXCR6 block: blocks human CXCR6 beta-arrestin recruitment | O00574 | CHO-K1 PathHunter CXCR6 beta-arrestin, luminescence | inhibition, % at 20 µM | 360,000 compounds, 0.36% hits; in the data active = inhibition above about 34%, passing the limit was not always enough;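 also: antagonist mode with CXCL16 agonist at 10 nM final; 0% = 10 nM CXCL16 with DMSO and 100% = unstimulated wells without agonist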
ATG4B inh: blocks human ATG4B protease cleavage of LC3 substrate; Q9Y4P1; ATG4B cleavage of LC3-PLA2, NBD-HPC fluorescence, 1 h; inhibition, % at 8.33 µM; 340,000 compounds, 0.51% hits; in the data active = inhibition above about 40%
EBI2 block: blocks human EBI2 receptor beta-arrestin signaling; EBI2 beta-arrestin recruitment, luminescence, 7a,25-OHC stimulated; inhibition, % at 5 µM; 360,000 compounds, 0.81% hits; in the data active = inhibition above about 38%;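 also: enzyme fragment complementation signal reports receptor beta-arrestin coupling in cells; 0% = agonist plus DMSO wells and 100% = wells without agonist; some results beyond the cut were filed as inactive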
Target sequence (P32249 whole entry, looked up, the tested form may be a part): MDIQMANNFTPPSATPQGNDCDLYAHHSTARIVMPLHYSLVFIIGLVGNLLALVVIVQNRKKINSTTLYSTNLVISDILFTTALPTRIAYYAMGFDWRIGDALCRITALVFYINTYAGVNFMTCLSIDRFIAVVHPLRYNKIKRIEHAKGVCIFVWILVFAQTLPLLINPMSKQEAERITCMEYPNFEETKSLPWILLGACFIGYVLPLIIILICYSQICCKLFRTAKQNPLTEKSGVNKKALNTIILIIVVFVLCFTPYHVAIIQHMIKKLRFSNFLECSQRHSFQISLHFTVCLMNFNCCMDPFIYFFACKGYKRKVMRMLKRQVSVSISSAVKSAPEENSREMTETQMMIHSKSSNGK
Gli-Sufu antag: blocks Gli-Sufu signaling in a luciferase reporter; inhibition, % at 5 µM; AID 588413; 340,000 compounds, 0.74% hits; Sufu-KO-LIGHT fibroblasts, Gli luciferase reporter luminescence;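 active = inhibition above about 55%, limit read from the data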;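 also: 0% = DMSO-treated cells and 100% = wells with medium but no cells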
APJ ag: agonists of human APJ apelin receptor; 330,000 compounds, 0.11% hits; AID 2520; P35414; CHO-K1 APJ PathHunter beta-arrestin, luminescence; 0% DMSO wells, 100% apelin; activation, % at 20 µM;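 active = activation more than six SD over the plate average, tested at 20 µM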;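 also: 0% = DMSO alone and 100% = apelin-13 at 10 nM; some results filed as inactive read as strong as hits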
Target sequence (P35414 whole entry, looked up): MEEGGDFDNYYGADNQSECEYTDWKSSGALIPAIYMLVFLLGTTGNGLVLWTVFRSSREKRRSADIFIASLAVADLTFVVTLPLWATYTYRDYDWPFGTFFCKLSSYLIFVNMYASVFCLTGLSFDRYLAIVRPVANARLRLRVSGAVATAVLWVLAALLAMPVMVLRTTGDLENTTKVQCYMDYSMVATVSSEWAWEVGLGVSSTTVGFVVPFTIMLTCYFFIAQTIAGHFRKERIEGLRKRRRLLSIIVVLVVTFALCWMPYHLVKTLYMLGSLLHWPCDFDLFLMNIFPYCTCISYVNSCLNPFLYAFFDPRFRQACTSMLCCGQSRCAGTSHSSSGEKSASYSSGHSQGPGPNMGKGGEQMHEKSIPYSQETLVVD
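Material: CHO-K1 APJ beta-arrestin complementation cell line; Input: cell density 1000 per well; Incubation: compound stimulation 90 min at 25 °C, detection 60 min; Signal: luminescence from split beta-galactosidase complementation, Galacton Star/Emerald II substrate; Controls: DMSO-only wells as negative, 10 nM Apelin-13 as positive control.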
UBC13 inh: human UBC13 polyubiquitination inhibition. UBC13 polyubiquitin chain formation, TR-FRET. AID 485273. 330,000 compounds, 0.47% hits. inhibition, % at 20 µM; in the data active = inhibition above about 45%, passing the limit was not always enough
APJ antagonist: antagonists of human APJ apelin receptor; CHO-K1 APJ beta-arrestin complementation, luminescence; 330,000 compounds, 0.32% hits; inhibition, % at 20 µM; AID 2521;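 active = inhibition above about 40% at 20 µM, limit read from the data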;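 also: cells challenged with 10 nM apelin-13 agonist together with compound; plate controls were apelin-13 plus DMSO wells for no effect and DMSO wells lacking apelin-13 for full effect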
An asterisk follows results filed as active; x = not tested or not shown.

SMILES | CCR6 antagonist | CXCR6 block | ATG4B inh | EBI2 block | Gli-Sufu antag | APJ ag | UBC13 inh | APJ antagonist
CN1N=C(N)c2cn(C3OC(COP(=O)(O)O)C(O)C3O)c3ncnc1c23 (centres undefined) | 9 | 6 | 1 | 1 | 89* | x | x | x
Cc1nn(C)cc1/C=C1\SC(=S)NC1=O | 30 | 6 | 2 | 12 | -11 | -4 | -7 | -5
CCCN1CCC(NC(=O)C2CCCCC2C(=O)O)CC1 (centres undefined) | -4 | -1 | 5 | 0 | -1 | -3 | 3 | -6
CC(C)NC(=O)CC(=O)N/N=C/c1ccc(Br)cc1 | 13 | -7 | -6 | -3 | -2 | -1 | 0 | -15
N=c1c2c3c(sc2nc2n1CCC2)CCCC3 | -2 | -4 | -3 | 4 | 12 | -2 | -10 | 12
COc1ccc(NC(=O)NC2CCCCCCC2)c(OC)c1 | 20 | 7 | 4 | -6 | -17 | -6 | -3 | -22
Cc1cc(NS(=O)(=O)c2ccc(NC(=O)c3cccc(OC(F)F)c3)cc2)nc(C)n1 | 11 | -5 | 9 | -5 | 3 | -4 | 1 | -7
CC(=O)c1cccc(NC(=O)/C=C/c2ccc([N+](=O)[O-])s2)c1 | 30 | 11 | -21 | 22 | 13 | x | x | x
O=c1c(-c2cccc([N+](=O)[O-])c2)[n+]([O-])c2ccccc2n1O | 2 | 8 | 3 | -6 | 0 | 0 | -9 | -1
Cn1c(=O)oc2cc(S(=O)(=O)NC3CCN(Cc4ccccc4)CC3)ccc21 | 3 | -2 | -16 | -2 | 4 | 2 | 3 | 9

4 entries from above, arranged by length of the SMILES, high to low:
SMILES | CCR6 antagonist | CXCR6 block | ATG4B inh | EBI2 block | Gli-Sufu antag | APJ ag | UBC13 inh | APJ antagonist
O=c1c(-c2cccc([N+](=O)[O-])c2)[n+]([O-])c2ccccc2n1O | 2 | 8 | 3 | -6 | 0 | 0 | -9 | -1
CN1N=C(N)c2cn(C3OC(COP(=O)(O)O)C(O)C3O)c3ncnc1c23 (centres undefined) | 9 | 6 | 1 | 1 | 89* | x | x | x
CC(=O)c1cccc(NC(=O)/C=C/c2ccc([N+](=O)[O-])s2)c1 | 30 | 11 | -21 | 22 | 13 | x | x | x
CCCN1CCC(NC(=O)C2CCCCC2C(=O)O)CC1 (centres undefined) | -4 | -1 | 5 | 0 | -1 | -3 | 3 | -6

Other records:
SMILES | CCR6 antagonist | CXCR6 block | ATG4B inh | EBI2 block | Gli-Sufu antag | APJ ag | UBC13 inh | APJ antagonist
COC(=O)CCCC(=O)N1CCCC(N(C)CCc2ccccc2)C1 (centres undefined) | 14 | 6 | 0 | -9 | 8 | -2 | -3 | 6
Cc1ccc(OCC(=O)NNC(=O)C2CCN(c3ncccn3)CC2)cc1 | -8 | -1 | -13 | 18 | 2 | 2 | 1 | 11
CCc1noc(C)c1C(=O)Nc1ccc(S(=O)(=O)N2CCCCC2)cc1 | 9 | 3 | -10 | 2 | 6 | -2 | 2 | 9
N=C1CCCN1CC(=O)c1ccc(Br)cc1 | -12 | 2 | -9 | -2 | -5 | -2 | -2 | 5
c1ccc(C(c2nnnn2C2CCCC2)N2CCN(c3nc4ccccc4s3)CC2)cc1 (centres undefined) | 9 | 12 | 6 | 2 | 9 | -1 | 0 | 3
O=C(O)c1cccn2c(=O)c3ccccc3nc12 | -5 | 3 | -7 | 8 | 2 | -3 | -10 | 7
Cc1ccccc1-c1nc(P(=O)(c2ccccc2)c2ccccc2)c(N2CCOCC2)o1 | -1 | 4 | -16 | -23 | -6 | 1 | 1 | 6
COC(=O)c1ccc(COC(=O)c2cccn2C)o1 | -5 | -8 | -2 | -7 | -10 | -1 | 8 | 5
CS(=O)(=O)N1N=C(c2ccc(Cl)cc2)CC1c1cccs1 (centres undefined) | 14 | -6 | 8 | 1 | -23 | -1 | -1 | -6
CCS(=O)(=O)N1CCCC(C(=O)NCCCN(C)Cc2ccccc2)C1 (centres undefined) | 4 | -4 | -7 | -9 | 10 | -1 | -1 | 9
CCNC(=S)N(CCCN(C)C)Cc1cc2cc3c(cc2[nH]c1=O)OCCO3 | 5 | 4 | -8 | -1 | 8 | 2 | 8 | 11
CCOc1ccc(S(=O)(=O)N2CCC(C(=O)NCCc3ccccc3)CC2)cc1 | -3 | 0 | -8 | 3 | -5 | 2 | 5 | 9
O=C(Nc1cc(Sc2ccccn2)cc([N+](=O)[O-])c1)c1cccc(Cl)c1 | 13 | -9 | 13 | -2 | 7 | 4 | 8 | -3
CSc1nc2ccc(S(=O)(=O)N(C)C)cc2s1 | -4 | 0 | -5 | 5 | 0 | -2 | 3 | -1
C=CCC(=O)NC1CC(C)(C)Cc2c1cnn2-c1ccccc1C (centres undefined) | 9 | 1 | -1 | -8 | -13 | -2 | -4 | 19
Cc1nnc(C)n1/N=C/c1ccc(O)cc1 | 12 | -3 | x | -4 | x | -1 | 5 | 18
CCOC(=O)c1oc2cccc(O)c2c1C | 12 | 3 | -3 | 3 | 6 | -4 | 21 | -7
O=C(NNC(=O)c1ccc(Cl)cc1Cl)Nc1ccccc1 | 8 | 0 | -3 | 1 | -14 | -1 | -1 | -31
CC(C(=O)c1ccc(Br)cc1)[n+]1cccc2ccccc21 (centres undefined) | 18 | -11 | -2 | 0 | 42 | -2 | -4 | 13
CCC(C)n1ncn(-c2ccc(N3CCN(c4ccc(O)cc4)CC3)cc2)c1=O (centres undefined) | -1 | -3 | -6 | -8 | 18 | 5 | -10 | -11
O=C(c1cccs1)N1CCn2c1nc1ccccc12 | -11 | -9 | 4 | 2 | -38 | -3 | -6 | -10
CC(C)C(C(=O)Nc1ccc(N2CCOCC2)cc1)N1C(=O)c2ccccc2C1=O (centres undefined) | 11 | -6 | -11 | -5 | -4 | 2 | 3 | -28
CCCCCCNC(=O)CCNC(=O)c1cc(OC)c(OC)c(OC)c1 | -2 | -2 | 7 | -9 | -5 | -4 | 0 | -12
CS(=O)(=O)C1=C(O)C(=O)N(CCCC(=O)O)C1c1ccccc1F (centres undefined) | -12 | -7 | 3 | -5 | -3 | -1 | 5 | 28
CC1(C)c2ccccc2-c2nc3ccccc3cc2C1O (centres undefined) | -3 | 6 | 10 | -2 | 3 | 0 | 0 | -6
O=C(Nc1ccc(F)cc1)NC1CCCCCCC1 | 19 | -8 | 2 | 6 | -54 | -2 | 12 | 6
O=C(N/N=C/c1[nH]c2ccccc2c1Cl)c1cccc(Br)c1 | 21 | -6 | -1 | 18 | -2 | 3 | 9 | 4
COc1ccc(C2C(C(=O)/C=C/c3ccco3)=C(O)C(=O)N2CCN2CCOCC2)cc1 (centres undefined) | 0 | -5 | -2 | 0 | 3 | 1 | -8 | 2
CCc1ccc(NC(=O)C(C)OC(=O)CN2C(=O)NC3(CCCC3)C2=O)cc1 (centres undefined) | -1 | -2 | -6 | -7 | -7 | -2 | -4 | 3
CCOc1ccc(C(CCc2ccccc2)NC(=O)c2ccccc2)cc1OCC (centres undefined) | 8 | 15 | 23 | 15 | 0 | -5 | 1 | -21
CCC1(c2ccc(F)cc2)NC(=O)N(CC(=O)Nc2cccc(S(=O)(=O)N3CCCC3)c2)C1=O (centres undefined) | 4 | 1 | -17 | 2 | 5 | x | x | x
COc1ccc(OC)c(NC(=O)Cc2ccc(NC3=NC4CS(=O)(=O)CC4S3)cc2)c1 (centres undefined) | -2 | -4 | 1 | -9 | 2 | 3 | 11 | 5
CC(=O)c1ccc(N2CCN(S(=O)(=O)c3cccc(S(=O)(=O)N4CCOCC4)c3)CC2)cc1 | 5 | -4 | 8 | 2 | -5 | -5 | 8 | 2
CCOc1cc(/C=N/NC(=O)C2CCCC2)ccc1OC(C)C | 4 | -5 | -2 | -3 | -2 | -5 | -6 | -7
CSc1cccc(NC(=O)NNC(=O)C2CCN(S(=O)(=O)N(C)C)CC2)c1 | 15 | 0 | -4 | -6 | -10 | -7 | 0 | 5
O=C(COc1ccc(Cl)cc1)NC1=NN(c2ccccc2)C(=O)C1 | 15 | -17 | -1 | -1 | -8 | 1 | -12 | 4
C/C(=N/NC(=O)c1ccncc1)C1=C(O)CC(C)(C)CC1=O | 5 | 25 | 9 | -8 | -15 | -1 | -6 | 0
CCOc1ccc(OCCSc2nc(-c3ccccc3)cc(=O)[nH]2)cc1 | 18 | 6 | -13 | -9 | -10 | -4 | 0 | 7
CCOC(=O)C1CCN(C2=NC(=O)/C(=C/c3ccc(OC)c(OC)c3)S2)CC1 | 8 | 3 | -10 | 14 | 2 | -3 | -4 | -21
CC[C@@H]1C=C(C(=O)O)[C@H](c2ccc(Br)cc2)N1S(=O)(=O)c1ccc(C)cc1 | 3 | 4 | -6 | -3 | 1 | -1 | -10 | 8

Three compounds already listed, arranged by the number in ATG4B inh, lowest first.
SMILES,ATG4B inh
CCC1(c2ccc(F)cc2)NC(=O)N(CC(=O)Nc2cccc(S(=O)(=O)N3CCCC3)c2)C1=O (centres undefined),-17
CC[C@@H]1C=C(C(=O)O)[C@H](c2ccc(Br)cc2)N1S(=O)(=O)c1ccc(C)cc1,-6
CSc1cccc(NC(=O)NNC(=O)C2CCN(S(=O)(=O)N(C)C)CC2)c1,-4

Remaining list, next part.
SMILES | CCR6 antagonist | CXCR6 block | ATG4B inh | EBI2 block | Gli-Sufu antag | APJ ag | UBC13 inh | APJ antagonist
Cc1ccc(C(=O)OC(C)C(=O)NC2CCCCC2C)s1 (centres undefined) | 9 | 11 | -5 | 7 | -8 | -3 | -14 | 15
CCN(CC)C(=O)c1[nH]cnc1C(=O)N[C@@H](CC(C)C)C(=O)OC(C)(C)C | 9 | 3 | 11 | 3 | -4 | 2 | -11 | -3
Cc1ccccc1NC(=O)NCCN1C(=O)C2C3C=CC(C3)C2C1=O (centres undefined) | 0 | -3 | 1 | -2 | -5 | -4 | 8 | -27
Cc1cc(NC(=O)Nc2ccc(F)cc2)no1 | 7 | -6 | -8 | -5 | 11 | -2 | -9 | -1
O=C(Nc1ccc(Cl)c(Cl)c1)c1ccccc1NC(=O)C1CC=CCC1C(=O)O (centres undefined) | 4 | 2 | -3 | -3 | -11 | -2 | 0 | 16
Cc1nnc(SCC(=O)c2ccc(Cl)cc2)s1 | 1 | -4 | 9 | 4 | 7 | -1 | -8 | 5
COc1ccc(C2/C=C\CN(C(=O)Nc3ccccc3-c3ccccc3)CC(=O)N2Cc2ccc(F)cc2)cc1 (centres undefined) | 15 | 1 | 29 | 10 | 1 | -4 | -1 | 6
O=C(/C=C/c1ccccc1)Nc1cccc(C(=O)NCCCCc2ccccc2)c1 | 5 | 6 | -5 | 12 | -37 | x | x | x
CC1(C)Cc2c(cnn2-c2ccc(F)cc2)C(NC(=O)CCN2CCCCO2)C1 (centres undefined) | -11 | 6 | 3 | -12 | -2 | -3 | -1 | -6
COc1ccc(CNC(=O)c2c[nH]c3c(OC)cc(OC)cc3c2=O)cc1 | -2 | 1 | -12 | 7 | 8 | -1 | 4 | 13
CC(NC(=O)C1CCCN1C(=O)OCc1ccccc1)c1ccccc1 (centres undefined) | 15 | -10 | -5 | 9 | -7 | -4 | -6 | -8
O=C(c1cnccn1)N1CCc2ccccc21 | -7 | -3 | 1 | -5 | 0 | -2 | -1 | 2
Oc1ccc(-c2n[nH]c(=S)n2Cc2ccccc2)cc1 | 10 | 12 | -10 | 9 | -7 | -5 | 25 | -21
CC(OC(=O)C1=COCCO1)C(=O)c1ccc(Br)cc1 (centres undefined) | 8 | 8 | 2 | -3 | 8 | -5 | -10 | 15
CC(=O)Nc1ccc2nc(-c3ccc(Br)o3)[nH]c2c1 | 9 | -2 | -13 | 5 | -59 | -4 | 4 | -6
COc1ccc(CC(NC(C)=O)C(=O)NC2CCN(C(=O)c3cnccn3)CC2)cc1 (centres undefined) | 5 | -10 | -5 | -9 | 2 | -3 | 8 | 4
Cc1cccc(C)c1NCc1nnc(SCC(=O)Nc2nc(-c3ccccc3)cs2)n1-c1ccccc1 | 10 | -2 | -8 | 4 | 3 | -2 | -7 | -5
Cc1ccc(C(=O)NC(=S)N2CC(C)OC(C)C2)cc1[N+](=O)[O-] (centres undefined) | 5 | 2 | -6 | 0 | -3 | -1 | -6 | 0
